High-throughput results as filed in PubChem.
Eya2 inh: Eya2 (human) phosphatase inhibition. hit rate 0.006% among 330,000. O00167. recombinant Eya2, OMFP fluorescence dephosphorylation (OMFP is methylfluorescein phosphate). AID 488837. Potency, µM (top dose mostly 76.9 µM), without a hit: at the highest dose activity, negative = inhibition, usual class: inhibitors; note: potency is the fitted concentration of half-maximal effect; % is set by controls: 0 for no effect and ±100 for the full control effect
Target sequence (O00167 whole entry, looked up): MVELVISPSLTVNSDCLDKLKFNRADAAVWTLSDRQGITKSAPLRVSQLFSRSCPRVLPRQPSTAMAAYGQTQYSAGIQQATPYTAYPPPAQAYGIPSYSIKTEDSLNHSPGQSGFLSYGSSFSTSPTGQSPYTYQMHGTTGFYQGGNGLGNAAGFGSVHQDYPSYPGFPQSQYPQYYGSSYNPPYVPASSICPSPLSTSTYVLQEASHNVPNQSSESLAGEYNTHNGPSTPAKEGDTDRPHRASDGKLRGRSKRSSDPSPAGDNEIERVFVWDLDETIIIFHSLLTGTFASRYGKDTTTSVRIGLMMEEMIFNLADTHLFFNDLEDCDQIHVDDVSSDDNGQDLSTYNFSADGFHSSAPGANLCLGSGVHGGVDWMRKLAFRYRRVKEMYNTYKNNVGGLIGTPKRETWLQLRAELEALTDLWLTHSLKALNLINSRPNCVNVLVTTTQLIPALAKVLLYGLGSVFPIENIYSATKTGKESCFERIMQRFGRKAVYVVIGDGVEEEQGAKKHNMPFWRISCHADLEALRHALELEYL
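Eya2 (0.2 uM) preincubated 10 min at ambient with compound, then OMFP substrate added at 50 uM; 10 min reaction in 50 mM HEPES pH 7.5, 50 mM NaCl, 5 uM MgCl2, 0.05% BSA, 1 mM DTT. Fluorescence read at Ex 485/Em 525 nm.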
USP2a block: blocks human ubiquitin-specific protease USP2a. O75604. USP2 core, Ub-CHOP2 coupled fluorogenic reporter, 485/531. Potency, µM (series often up to 38.3 µM), without a hit: top-dose activity change, negative = inhibition, usual class: inhibitors. hit rate 0.01% among 330,000. AID 463254;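 note: potency is the fitted concentration of half-maximal effect; plate controls were DMSO wells for no effect and full inhibition by NEM control for full effect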
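USP2 core (10nM final) preincubated 30min RT with compound in 20mM Tris-HCl pH 8.0, 2mM CaCl2, 2mM beta-mercaptoethanol, 0.05% CHAPS; 25nM Ub-CHOP2 plus 25nM reporter substrate added, fluorescence (Ex485/Em531) read after 60min.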
B2AR arrestin: beta2AR (human) beta-arrestin recruitment activity; P07550; beta-arrestin recruitment to beta2AR, cell-based reporter; Potency, µM (titrated, usually from 46.1 µM), inactives show at the highest dose activation, usual class: activators; hit rate 0.02% among 330,000; AID 492947;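 note: potency is the fitted concentration of half-maximal effect; 0% = DMSO controls and full agonism = EC100 isoproterenol or metaproterenol; nearly all actives have a fitted effect of over 65% in size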
uPA surface inh: cell surface uPA generation inhibition; cell surface uPA generation assay, qHTS; Potency, µM (series often up to 38.3 µM), for inactives: at the top dose activity change, negative = inhibition, usual class: inhibitors; hit rate 0.31% among 330,000; AID 540303; active = well fitted inhibition curve with a large enough effect; inconclusive = small, poorly fitted or top-dose-only effect; inactive = no such curve, though single readings can be large or run the other way; tested in mouse RAW 264.7 cells; note: potency is the fitted concentration of half-maximal effect; % is set by controls: 0 for no effect and ±100 for the full control effect; nearly all actives have a fitted effect of over 55% in size
TRPV1 agonist: agonists of human vanilloid receptor 1 (TRPV1) | TRPV1-expressing cells, Fluo-8 calcium influx, agonist mode | hit rate 0.19% among 320,000 | activation, % at 8.33 µM; in the data active = activation above about 80%; inconclusive = between about 30% and that limit; note: 0% is about no effect
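TRPV1-expressing cells were cultured overnight at 35.5C and loaded with Fluo-8 calcium dye for 40 to 90 min at room temperature. After a 10 s baseline, compound was added and calcium influx was read kinetically for 3 min (ex 480/em 520 nm).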
p53 reactivator: re-activators of mutant p53 | Potency, µM (doses to about 92.2 µM), without a hit: at the highest dose activity change, positive = activation, usual class: activators | AID 504706 | hit rate 0.063% among 320,000 | H1299 p53-A138V BP100-luciferase reporter, luminescence, 24 h; note: potency is the fitted concentration of half-maximal effect; % of control where 0% means no effect; nearly all actives have a fitted effect of over 45% in size
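H1299 (p53-null), stable ts p53-A138V + BP100-Luc; 1000 cells/well, Opti-MEM/10% FBS; cpd 4 pt, 1:5; 24 h, 37 deg C, 5% CO2; detection reagent 10 min RT; luminescence.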
ASM inhibitor: inhibitors of human secretory acid sphingomyelinase. placental ASM, HMU-PC fluorogenic substrate, 60 min. P17405. hit rate 0.006% among 340,000. Potency, µM (titrated, usually from 57.5 µM), without a hit: at the highest dose activity change, negative = inhibition, most hits filed as inhibitors; note: potency is the fitted concentration of half-maximal effect
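Fluorogenic HMU-PC substrate (9 uM final) is turned over by placental ASM in 60 min at 37 C after a 10 min compound preincubation. Reaction ended by alkaline stop (pH 10), with fluorescence read at 386/447 nm.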
Integrin act MD: integrin-mediated muscular dystrophy alleviation activation; alpha7betagal myoblasts, beta-gal FDG fluorescence, 48 h; Potency, µM (highest dose often 38.3 µM), for inactives: at the highest dose activation, hits mostly activators; hit rate 0.064% among 350,000; AID 624291;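 note: potency is the fitted concentration of half-maximal effect; 100% = response of the positive control SU9516; nearly all actives have a fitted effect of over 60% in size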
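Alpha7betagal+/- myoblasts (passage 13) were plated 16-24 hr, then exposed to compounds (1:260 dilution of DMSO stock) for 48 hours at 37C. After MPER lysis, β-galactosidase reporter activity was read as FDG fluorescence (ex 480/em 540) after 30 minutes.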
BRCA1 expr act: BRCA1 expression activation. MCF7-BRCA1-FFLuc reporter, luminescence, 48 h; response scale: scaled: vehicle 0%, 10 µM genistein 100%. Potency, µM (top dose mostly 46.1 µM), for inactives: top-dose activation, actives largely listed as activators. hit rate 1.1% among 380,000. AID 624202; note: potency is the fitted concentration of half-maximal effect; nearly all actives have a fitted effect of over 80% in size; some results filed as inactive show a strong effect at the top dose
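Luminescence from a BRCA1-driven firefly luciferase in MCF7 cells was read after 48 h compound exposure at 37 C. Data normalized against DMSO and a 10microM genistein activation control, then curve-fitted across the titration.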
PTAP TSG101 blk: blocks PTAP/TSG101 interaction to inhibit HIV-1 budding | Fluorescence polarization, FITC-PTAP peptide / Tsg101 binding | AID 493005 | Potency, µM (doses to about 115 µM), without a hit: at the top dose activity change, negative = inhibition, hits mostly inhibitors | Q99816 | 340,000 tested, under 10 active; active = well fitted inhibition curve with a large enough effect in the main read-out, with a control signal flat, not every such curve was filed as active; inconclusive = small, poorly fitted or top-dose-only effect, or effect the other way, or a change in a side signal; inactive = no such curve, though single readings can be large or run the other way; note: potency is the fitted concentration of half-maximal effect; % of control where 0% means no effect
Target sequence (Q99816 whole entry, looked up): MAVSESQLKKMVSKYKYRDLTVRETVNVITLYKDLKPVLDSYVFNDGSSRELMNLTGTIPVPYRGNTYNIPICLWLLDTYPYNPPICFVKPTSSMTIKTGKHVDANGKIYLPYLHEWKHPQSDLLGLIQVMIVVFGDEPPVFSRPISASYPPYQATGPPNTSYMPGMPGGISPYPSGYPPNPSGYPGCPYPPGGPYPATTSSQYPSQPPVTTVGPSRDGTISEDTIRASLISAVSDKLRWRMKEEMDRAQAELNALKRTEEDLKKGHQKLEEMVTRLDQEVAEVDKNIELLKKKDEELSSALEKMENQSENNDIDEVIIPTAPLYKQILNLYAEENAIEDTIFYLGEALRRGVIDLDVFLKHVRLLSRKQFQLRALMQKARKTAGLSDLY
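Tsg101 binding domain (10 uM final) was mixed with compound and a FITC-labeled PTAP peptide (50 nM final) in HEPES pH 7.5 buffer with NaCl, Tween 20, EDTA and TCEP; fluorescence polarization was read after 20 min at r.t.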
ELG1 genotoxic: induces genotoxicity in HEK293T cells with luciferase-tagged ELG1 | hit rate 1.3% among 330,000 | Potency, µM (series often up to 46 µM), for the others: at the top dose activity change, positive = activation, actives largely listed as activators | HEK293T ELG1-luciferase reporter, luminescence, 16 h; note: potency is the fitted concentration of half-maximal effect; % of control where 0% means no effect; nearly all actives have a fitted effect of over 60% in size
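Luminescence read-out: rising ELG1-luciferase signal, reflecting elevated ELG1 protein under genetic stress, flags genotoxic compounds. Cells were treated for 16 hr at 37 °C before ONE-Glo detection.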
Active calls of the source: *; ? = inconclusive; / = no result given; & = joins results of further samples; [ ] = remark or other dose. Unless noted, calls come from the whole dose curve; as a rule, active = well fitted curve in the direction sought with a large enough effect; inconclusive = small, poorly fitted or top-dose-only effect, or another doubt; inactive = no such curve, though single readings can be large; an effect the other way counts as inactive or inconclusive.

SMILES | Eya2 inh | USP2a block | B2AR arrestin | uPA surface inh | TRPV1 agonist | p53 reactivator | ASM inhibitor | Integrin act MD | BRCA1 expr act | PTAP TSG101 blk | ELG1 genotoxic
COc1ccccc1/C=C/C=N/NC(=O)CCn1cnc2ccccc21 | -4% | 3% | -0.4% | -13% | 2 | -3% | 0% | 2% | -26% | 0% | -5%
CN(C)/C(Cn1cncn1)=C1/N=C(c2c(F)cccc2F)OC1=O | -7% | 0% | -0.3% | 7% | -10 | -2% | 0% | 18% | -34% | -3% | 3%
CCc1nn(CC(=O)N2CCN(c3cc(C)ccc3C)CC2)c(=O)c2cc3occc3n12 | -14% | -1% | 0.2% | 0% | 0 | -3% | 2% | -27% | 2%&0% | 0% | 0%
CCN1C(=O)c2cccc3c(S(=O)(=O)Nc4ncccc4C)ccc1c23 | -27% | 3% | 0.4% | -18% | 0 | 12% | 16% | ? | -52% | 1% | 11%
COc1ccc(-c2nc(N)ncc2Oc2ccccc2Br)c(O)c1 | -5% | -9% | -0.7% | 8% | -3 | -7% | -5% | 11% | -26% | -5% | 7%
CCN(Cc1ccccc1)C(c1ccc(Cl)cc1)c1nnnn1C(C)(C)C (stereo unspecified) | 4% | 1% | 2.1% | 6% | 10 | -3% | 0% | 13% | -40% | -3% | -4%
COc1ccc(Cc2nnc(Nc3ccccc3OC)[nH]c2=O)cc1 | -14% | 0% | -0.2% | 8% | 2 | -3% | -3% | 19% | 9% | -2% | -4%
CC1CCCC(C)N1C(=O)CN1CCN(c2nc(-c3ccc(F)cc3)cs2)CC1 (stereo unspecified) | 3% | 1% | -0.1% | -15% | ? | -1% | -3% | -34% | -74% | 2% | ?
COc1cccc(C(=O)Nn2cnnc2)c1OC | -6% | -1% | -0.7% | -1% | -2 | / | 1% | 0% | -1% | -2% | 0%
CCCn1c(C(C)Nc2nc(-c3ccc(Cl)c([N+](=O)[O-])c3)cs2)nc2cc(Cl)c(N3CCCCC3)cc21 (stereo unspecified) | -5% | 2% | -0.6% | 0% | ? | 23% | 1% | 3% | 0% | 0% | 1%
CCOC(=O)N1CCN(C(=O)CN(C)S(=O)(=O)c2ccc(Cl)cc2)CC1 | -3% | -1% | 0.1% | 1% | 1 | 0% | -1% | -20% | 0% | -1% | -4%
COc1ccccc1NC(=O)CSc1nnc(-c2ccccc2)o1 | -3% | 2% | 0.2% | ? | 2 | ? | 1% | -5% | ? | -3% | 18µM*
Cc1cc(C)n2c(SCc3nnc(-c4cccs4)o3)nnc2n1 | -6% | -1% | 0.4% | -11% | 1 | -3% | 7% | 11% | -1% | 0% | 2%
Cc1ccccc1-n1nc2c(c1NC(=O)c1ccco1)CS(=O)(=O)C2 | 3% | 0% | 0.2% | -1% | -1 | -9% | -3% | 9% | 1% | -5% | 0%
CC1CCCN(S(=O)(=O)CCNC(=O)c2ccc3c(c2)OCO3)C1 (stereo unspecified) | 1% | 1% | 0.1% | 3% | -2 | 3% | / | 6% | -10% | -4% | 4%
O=C(Nc1cccc(C(=O)N2CCN(c3cccc(Cl)c3)CC2)c1)c1ccccc1 | -20% | -10% | 0.4% | ? | -7 | -6% | -7% | 0% | -36% | -2% | -19%
O=C(NCc1ccncc1)C1CCN(S(=O)(=O)c2cc(Cl)ccc2Cl)CC1 | -14% | 3% | 0.2% | -2% | ? | -2% | 2% | 0% | -14% | -2% | 0%
Cc1nc(/C(N)=N/OC(=O)c2c(-c3ccccc3Cl)noc2C)cs1 | -9% | 0% | 0.0% | -6% | 17 | -2% | 0% | 25% | -32% | -5% | 0%
O=C(Cc1ccc(Nc2nc(=S)[nH]c3ccccc23)cc1)NC1CCCCC1 | -1% | -2% | 0.0% | / | -7 | 0% | / | / | / | / | 1%
CC1CCCC(C)N1C(=O)COC(=O)c1ccc(S(=O)(=O)N(C)c2ccccc2)cc1 (stereo unspecified) | -19% | 0% | 0.3% | -1% | / | 2% | -1% | 1% | -16% | -6% | 1%
COCCn1nc2cc(C(=O)NCC34CC5CC(CC(C5)C3)C4)ccc2c1OC | 0% | -2% | 0.0% | -7% | -4 | -6% | 18% | 15% | 0% | -2% | 0%
Cc1nn(C(=O)c2cccc([N+](=O)[O-])c2)c(C)c1Cl | 0% | 5% | -1.1% | -2% | 0 | 2% | 10% | -5% | -14% | -2% | -5%
COc1ccc(NS(=O)(=O)c2ccc3c(c2)OCCO3)cc1OC | 1% | 2% | -0.1% | -13% | 1 | 1% | 3% | -36% | -36% | -9% | -8%
COc1ccccc1N(C)S(=O)(=O)c1ccc(C(=O)NC2CCCCC2)cc1 | 8% | -1% | 0.0% | 5% | ? | -9% | 5% | ? | -43% | -2% | -6%
CCc1ccc(NC(=O)/C(C#N)=C/c2cn(CC(=O)O)c3ccccc23)cc1 | 16% | 1% | 0.0% | 1% | 3 | 2% | 47%[activator] | -12% | -14% | -5% | 0%
O=C(NCCCN=C1NS(=O)(=O)c2ccccc21)c1ccncc1 | -30% | 3% | 0.1% | / | -2 | -4% | -2% | 0%[7.66 µM] | 9% | -4% | -2%
O=C(NCc1ccc(-c2csnn2)cc1)C1CC1 | 4% | 1% | -0.7% | 5% | 1 | -4% | -1% | 0% | -7% | 0% | 0%
COCCCn1c(=O)/c(=C\c2ccc(OC(F)F)c(OC)c2)s/c1=C(/C#N)C(=O)NCCOC | -12% | 0% | 0.4% | -4% | 1 | -3% | 131%[activator] | 0% | -1% | 0% | 10%
CCN(CC(=O)Nc1ccc2c(c1)OCCO2)CC(=O)Nc1ccc2c(c1)OCO2 | 6% | -6% | -0.7% | 1% | 10 | -3% | 4% | 2% | -9% | -3% | 3%
COc1ccc(-c2csc(NC(=O)c3cccc(N4C(=O)CCC4=O)c3)n2)cc1C | -8% | 1% | 2.5% | 6% | -5 | -5% | -16% | 15% | -5% | / | -6%

Overlap with the part before: 2 entries; new compounds follow.
SMILES | Eya2 inh | USP2a block | B2AR arrestin | uPA surface inh | TRPV1 agonist | p53 reactivator | ASM inhibitor | Integrin act MD | BRCA1 expr act | PTAP TSG101 blk | ELG1 genotoxic
CCN(CC(=O)Nc1ccc2c(c1)OCCO2)CC(=O)Nc1ccc2c(c1)OCO2 | 6% | -6% | -0.7% | 1% | 10 | -3% | 4% | 2% | -9% | -3% | 3%
COc1ccc(-c2csc(NC(=O)c3cccc(N4C(=O)CCC4=O)c3)n2)cc1C | -8% | 1% | 2.5% | 6% | -5 | -5% | -16% | 15% | -5% | / | -6%
CC(C)/C(C=O)=C(/NC1CCCCC1)c1ccccc1 | / | / | / | 6% | / | / | 1% | 10% | -2% | 1% | /
O=C(CCN1C(=O)c2cccc3cccc(c23)C1=O)Nc1ccon1 | -1% | -2% | -1.2% | -6% | 7 | 0% | 20% | -17% | -36% | -1% | 2%
C/C(CC(=O)Nc1c(C)cc(C)cc1C)=N\NC(=O)Cc1ccccc1 | -6% | 3% | -0.8% | 2% | 1 | 1% | 4% | -15% | 0% | -9% | -6%
CC1CCc2sc(C(=O)NCc3ccccn3)cc2C1 (stereo unspecified) | 3% | 0% | 0.5% | -2% | ? | 15% | -1% | 1% | 11µM* | 3% | 18µM*
Cc1ccsc1C(=O)OCC(=O)NCc1ccc2c(c1)OCO2 | 13%[15.4 µM] | 1% | -1.6% | 0% | 14 | 17% | 2% | 3% | -10% | -1% | ?
CC1CN(C(=O)CCC(=O)N2CCN(c3ccccn3)CC2)c2ccccc2O1 (stereo unspecified) | 1% | 2% | 0.0% | -11% | 0 | 7% | 2% | -2% | -35% | -2% | -3%
CC(C)n1c(-c2ccncc2)n[nH]c1=S | 0% | 4% | 0.1% | 4% | 2 | 0% | -1% | 19% | 5% | -3% | 1%
O=C(CCC1CCCN(C(=O)c2ccc3[nH]ccc3c2)C1)N1CCN(c2ccccn2)CC1 (stereo unspecified) | 3% | 0% | 0.4% | 5% | 0 | -3% | 2% | 2% | -41% | -5% | -11%
COc1ccccc1CN(Cc1cc2cc3c(cc2[nH]c1=O)OCCO3)Cc1nnnn1Cc1ccco1 | -3% | 1% | -1.0% | / | 6 | -2% | 88%[activator] | -18% | 5% | -7% | -9%
Cc1[nH]nc(Nc2ccccc2)c1[N+](=O)[O-] | -15% | 2% | 0.1% | 3% | 3 | 8% | 0% | -12% | 27% | -5% | 4%
COCCn1nnnc1CN1CCOCC1 | 5% | 2% | 0.4% | -5% | 0 | -2% | 2% | ? | -6% | -4% | 2%
Cc1cc(C(=O)NC2CCCc3c2cnn3-c2cccc(C)c2C)n(C)n1 (stereo unspecified) | 2% | 1% | 0.1% | -14% | ? | 1% | 4% | -63%[inhibitor] | -32% | -1% | 0%
